PGK inhibitor – inhibitors of T. brucei phosphoglycerate kinase. PGK/GAPDH coupled, Kinase-Glo luminescence, 60 min. AID 602233. P07378. 380,000 tested, 0.043% active. Potency, µM (titrated, usually from 57.5 µM), without a hit: at the highest dose activity change, negative = inhibition, usual class: inhibitors; note: potency is the fitted concentration of half-maximal effect; % is set by controls: 0 for no effect and ±100 for the full control effect; nearly all actives have a fitted effect of over 60% in size
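Recombinant glycosomal PGK reaction used 1,3-bisphosphoglycerate generated in-well by GAPDH (100nM final) in 100mM TEA pH 7.6, 5mM MgCl2, 0.01% Tween-20. After 60 minutes at room temperature, ATP was read by Kinase-Glo Plus luminescence end-point.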
G9a block – blocks human histone lysine methyltransferase G9a | Q96KQ7 | G9a H3K9 monomethylation, AlphaScreen, 2 h | Potency, µM (doses to about 102 µM), for the others: at the highest dose activity, negative = inhibition, most hits filed as inhibitors | 350,000 tested, 8.8% active | AID 504332; note: potency is the fitted concentration of half-maximal effect; % is set by controls: 0 for no effect and ±100 for the full control effect; nearly all actives have a fitted effect of over 75% in size
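Signal arises when biotinylated H3K9 peptide, once monomethylated, bridges streptavidin donor and antibody-captured acceptor beads. Enzyme at 20 nM was preincubated 15 min with test compounds; peptide 500 nM and SAM 20 uM then reacted for 2 h.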
GLS inh – glutaminase GLS (human) inhibition | O94925 | GLS enzymatic activity, qHTS titration | Potency, µM (series often up to 45.5 µM), inactives show at the top dose activity change, negative = inhibition, actives largely listed as inhibitors | 410,000 tested, 0.21% active | AID 624170; note: potency is the fitted concentration of half-maximal effect; % is set by controls: 0 for no effect and ±100 for the full control effect
Target sequence (O94925 whole entry, looked up): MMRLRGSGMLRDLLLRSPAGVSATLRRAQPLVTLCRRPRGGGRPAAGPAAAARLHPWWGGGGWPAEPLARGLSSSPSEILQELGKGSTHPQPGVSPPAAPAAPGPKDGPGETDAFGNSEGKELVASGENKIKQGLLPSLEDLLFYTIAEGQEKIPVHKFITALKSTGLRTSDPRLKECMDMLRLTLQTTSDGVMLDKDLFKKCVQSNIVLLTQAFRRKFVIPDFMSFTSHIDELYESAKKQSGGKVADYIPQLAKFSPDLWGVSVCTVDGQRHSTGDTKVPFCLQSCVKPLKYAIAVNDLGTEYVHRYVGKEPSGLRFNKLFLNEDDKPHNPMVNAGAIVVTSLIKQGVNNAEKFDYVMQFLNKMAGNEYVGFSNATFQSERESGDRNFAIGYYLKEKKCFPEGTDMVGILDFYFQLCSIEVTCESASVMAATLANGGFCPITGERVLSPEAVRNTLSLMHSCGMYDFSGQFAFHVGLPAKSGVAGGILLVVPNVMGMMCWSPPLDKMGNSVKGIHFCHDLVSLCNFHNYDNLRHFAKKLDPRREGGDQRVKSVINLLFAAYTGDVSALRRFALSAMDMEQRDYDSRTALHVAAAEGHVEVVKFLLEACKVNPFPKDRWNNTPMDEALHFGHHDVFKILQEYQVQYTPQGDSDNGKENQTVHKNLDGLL
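Two-point fluorescence kinetic (t0, 30 min RT) for hKGA; glutamate detected via glutamate oxidase–HRP–Amplex Red. Substrate: 1 mM L-glutamine solution; buffer 45 mM KH2PO4, pH 8.2.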
PI4K2A block – PI4K2A (human) kinase inhibition; Q9BTU6; purified PI4K2A, ADP-Glo luminescence, 1 h; hits give low values; activity change, negative = inhibition, % at 76.9 µM; 420,000 tested, 0.13% active; AID 1346378; in the data active = activity change below about -50%; inconclusive = mostly about -30% to -49%;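 note: -100% = wells without enzyme as full effect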
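Compounds are screened against recombinant PI4K2A using PI as substrate and ATP, the latter dispensed at 300 microM. Reactions run one hour at ambient temperature before ADP-Glo detection; full inhibition defined by wells lacking enzyme.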
POLH inh – blocks human DNA polymerase eta activity | Q9Y253 | recombinant Pol eta, fluorescent DNA replication assay | Potency, µM (titrated, usually from 114 µM), without a hit: at the top dose activity change, negative = inhibition, actives largely listed as inhibitors | 390,000 tested, 1.2% active; note: potency is the fitted concentration of half-maximal effect; % is set by controls: 0 for no effect and ±100 for the full control effect
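Pol eta (10 nM) was preincubated with compounds for 15 min at room temperature, after which fluorescent replication substrate (50 nM final) was added to start the reaction. Fluorescence was read kinetically at 0 and 10 min.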
JMJD2A Tudor – blocks the human JMJD2A Tudor domain; O75164; AlphaScreen JMJD2A-Tudor / H3K4me3 peptide binding; Potency, µM (titrated, usually from 114 µM), for inactives: top-dose activity change, negative = inhibition, most hits filed as inhibitors; 390,000 tested, 4.4% active; AID 504339; note: potency is the fitted concentration of half-maximal effect; % is set by controls: 0 for no effect and ±100 for the full control effect; nearly all actives have a fitted effect of over 50% in size
Pin1 inhibitor – inhibitors of human Pin1; Q13526; Pin1 FP peptide displacement, HiFluor488, 10 min; Potency, µM (series often up to 115 µM), for inactives: at the top dose activity, negative = inhibition, actives largely listed as inhibitors; 390,000 tested, 0.009% active; active = well fitted inhibition curve with a large enough effect in the polarisation, with a control signal flat, not every such curve was filed as active; inconclusive = small, poorly fitted or top-dose-only effect, or effect the other way, or a change in a side signal; inactive = no such curve, though single readings can be large or run the other way; the % refers to the polarisation; note: potency is the fitted concentration of half-maximal effect; % is set by controls: 0 for no effect and ±100 for the full control effect
Target sequence (Q13526 whole entry, looked up): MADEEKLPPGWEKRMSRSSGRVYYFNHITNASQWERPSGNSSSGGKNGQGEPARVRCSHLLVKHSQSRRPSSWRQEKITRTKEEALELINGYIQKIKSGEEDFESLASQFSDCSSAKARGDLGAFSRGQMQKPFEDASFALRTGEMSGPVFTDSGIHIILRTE
BAZ2B inh – inhibitors of human BAZ2B bromodomain. Q9UIF8. AlphaScreen BAZ2B-H3K14Ac peptide displacement. Potency, µM (titrated, usually from 114 µM), without a hit: at the highest dose activity change, negative = inhibition, most hits filed as inhibitors. 360,000 tested, 4.4% active. AID 504333; note: potency is the fitted concentration of half-maximal effect; % is set by controls: 0 for no effect and ±100 for the full control effect; nearly all actives have a fitted effect of over 60% in size
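AlphaScreen displacement: compounds (up to 110uM) incubated 30 min at room temperature with a preformed 50 nM BAZ2B/50 nM biotinylated H3K14Ac peptide complex in PBS pH 7.4 with Tween-20. Donor and acceptor beads at 10 ug/mL final added, 20 min light-protected before reading.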
HP1b binding inh – blocks HP1-beta chromodomain binding to methylated histone tails; P83916; AlphaScreen HP1-beta / biotin-H3K9me3 peptide binding; Potency, µM (top dose mostly 114 µM), without a hit: at the top dose activity change, negative = inhibition, actives largely listed as inhibitors; 390,000 tested, 0.56% active; note: potency is the fitted concentration of half-maximal effect; nearly all actives have a fitted effect of over 70% in size; inactives centre near 23
Target sequence (P83916 whole entry, looked up): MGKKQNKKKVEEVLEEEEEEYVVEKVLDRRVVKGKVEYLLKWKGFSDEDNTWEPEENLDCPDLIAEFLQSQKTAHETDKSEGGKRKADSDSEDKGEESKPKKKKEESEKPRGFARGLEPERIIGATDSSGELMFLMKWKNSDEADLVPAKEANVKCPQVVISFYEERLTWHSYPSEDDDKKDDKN
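HP1-beta protein (50 nM final) preincubated 30 min at room temperature with biotinylated H3(1-18)K9me3 peptide (50 nM) in PBS pH 7.4, 0.01% Tween-20, then compound added for 30 min. AlphaScreen streptavidin donor/nickel chelate acceptor beads (10 ug/mL final), 30 min dark, luminescence read.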
The depositor's hits bear a star; i = inactive; ? = inconclusive; . = no result given; [ ] = another dose, or the depositor's remark. Unless noted, calls come from the whole dose curve; as a rule, active = well fitted curve in the direction sought with a large enough effect; inconclusive = small, poorly fitted or top-dose-only effect, or another doubt; inactive = no such curve, though single readings can be large; an effect the other way counts as inactive or inconclusive. Some of the compounds tested; rates above refer to the full screens.

SMILES	PGK inhibitor	G9a block	GLS inh	PI4K2A block	POLH inh	JMJD2A Tudor	Pin1 inhibitor	BAZ2B inh	HP1b binding inh
CC(C)NC(=O)N(C)C[C@@H]1Oc2cc(Br)ccc2S(=O)(=O)N([C@@H](C)CO)C[C@H]1C	-9%	.	2%	2	-14%	.	.	.	.
CCn1c(=O)c(C(=O)Nc2cc(OC)c(OC)c(OC)c2)nc2ccccc21	-1%	3%[59 µM]	4%	-3	-20%	0%	-4%	-3%	20%
Cc1ccc(SC[C@H](C)CN2CC[C@H](C(C)(C)C)CCC2=O)cc1	i	.	7%	-1	-6%	4%	-15%	10%[57.1 µM]	76%[activator]
Cn1ncc([N+](=O)[O-])c1C(=O)Nc1ccc(C2CCCCC2)cc1	-5%	-34%	3%	-7	-14%	-22%	0%	-17%	7%
CCOC(=O)C1=NN(c2ccccc2)C(=O)/C1=C\c1ccc(N(C)C)cc1	-10%	?	16%	-15	0%	8.9µM*	-12%	10µM*	5.6µM*
Cc1ccc(-c2cc(C(=O)Oc3ccc(C#N)cc3)no2)cc1C	i	-29%[59 µM]	2%	-3	-6%	-2%	?	-20%	48%[activator]
FC(F)(F)c1cccc(NC(=S)N2CCN(c3cccc(C(F)(F)F)c3)CC2)c1	-11%	13%	11%	-3	-2%	1%	1%	-4%	16%
COCCCNC(=O)C1CCC(CNS(=O)(=O)c2ccc3c(c2)CC(C)N3C(=O)C2CC2)CC1 (centres undefined)	1%	42%[activator]	-4%	-12	-6%	-7%	-11%	-2%	40%[activator]
CN(C)c1ccc(NC(=O)c2cn(-c3ccccc3)nc2-c2cccs2)cc1	9%	10µM*	?	1	-12%	14µM*	-3%	35µM*	?
CC(C)(CNc1ccc(S(=O)(=O)C(F)(F)F)cc1[N+](=O)[O-])N1CCOCC1	8%	39%	13%	1	-3%	?	5%	-15%	-5%
O=C(COC(=O)c1ccc(F)cc1F)Nc1ncccn1	-26%	35µM*	-24%	-3	22µM*	28µM*	?	50µM*	?
O=C(O)c1ccc2c(c1)C(=O)N(c1ccc([N+](=O)[O-])cn1)C2=O	i	.	-7%	0	-12%	-34%	-4%	-4%	57%[activator]
O=C(NCc1ccccc1)c1noc2c1CCCC2	i	5%[12.7 µM]	-3%	-3	-9%	-6%	-5%	9%	21%
COc1cccc(/C=C2\SC(=S)N(CCC(=O)NCCc3ccc(O)cc3)C2=O)c1	-10%	15%[59 µM]	1%	6	1%	-19%	-2%	-24%	3%
CC(=O)Nc1ccc(S(=O)(=O)N(C)CC(=O)NC2=NCCS2)cc1	-3%	-5%	-19%	-5	-11%	-4%	-1%	3%	25%
COc1ccc(/C(N)=N/OC(=O)Cc2ccc(C)cc2)cc1	i	130%[activator][59 µM]	7%	?	-20%	165%[activator]	2%	203%[activator]	129%[activator]
COc1cc(NC(=O)CCNS(=O)(=O)c2cc(Br)cnc2N)cc(OC)c1	-8%	.	0%	-9	7%	-19%	-3%	-2%	19%
C#CCn1cc(/C=N/Nc2nc3ccccc3[nH]2)c2ccccc21	-7%	50µM*	?	-13	-26%	50µM*	2%	40µM*	?
C[C@]12CCC3c4ccc(OCC(=O)O)cc4CCC3C1CCC2=O (some centres undefined)	-9%	2%[12.7 µM]	0%	-4	-4%	-12%	-10%	-10%	21%
Cn1nc([N+](=O)[O-])nc1S(C)(=O)=O	-4%	56µM*	-1%	-7	-4%	-23%	?	?	18%[57 µM]
CCCCCOc1ccc(Cn2c(=O)oc3ccccc32)cc1	-9%	24%[59 µM]	-6%	0	7%	9%	-8%	6%	35%[activator]
O=C(NCc1ccco1)c1cc(-c2ccncc2)nc2ccccc12	-7%	-33%[59 µM]	-3%	-3	-1%	-36%	-1%	-34%	8%
CC1=NN(c2nc(-c3ccc(Cl)cc3)cs2)C(=O)C1	-6%	7%[59 µM]	-1%	-15	45µM*	-22%[57.1 µM]	.	13%	-9%
CS(=O)(=O)N(CC(=O)N1CCN(Cc2ccccc2)CC1)C1CCCCC1	0%	-26%[12.7 µM]	-12%	1	?	9%[57.1 µM]	-2%	14%	57%[activator]
CCNC(=S)N1CCN(c2cccc(C(F)(F)F)c2)CC1	2%	10%	6%	0	-21%	-15%	-6%	-5%	32%
CCOc1ccccc1N1C(=O)CC(Nc2ccc(N3CCOCC3)cc2)C1=O (centres undefined)	6%	?	14%	-7	-10%	?	3%	?	?
COc1cc(C(F)(F)F)nc2ccc(C#CCOC(=O)Nc3ccccc3)cc12	-9%	.	?	-9	-14%	-15%	6%	-17%	24%
Cc1nn(CC(=O)N2CCC(C)CC2)c(=O)c2cccn12	i	-7%	?	-15	-1%	-4%	6%	-14%	51%[activator]
CCOC(=O)c1c(C)[nH]c(C(=O)C(C)OC(=O)c2cnc(C)cn2)c1C (centres undefined)	i	10%[2.33 µM]	0%	-3	-1%	-8%	4%	0%	11%
CCOC(=O)c1ccc(N2C(=O)CC(N3CCN(C/C=C/c4ccccc4)CC3)C2=O)cc1 (centres undefined)	-5%	3%[12.7 µM]	14%	1	1%	-27%	15%	2%	20%

10 of the compounds above, with values ahead of the structure:
PGK inhibitor	G9a block	GLS inh	PI4K2A block	POLH inh	JMJD2A Tudor	Pin1 inhibitor	BAZ2B inh	HP1b binding inh	smiles
i	130%[activator][59 µM]	7%	?	-20%	165%[activator]	2%	203%[activator]	129%[activator]	COc1ccc(/C(N)=N/OC(=O)Cc2ccc(C)cc2)cc1
-8%	.	0%	-9	7%	-19%	-3%	-2%	19%	COc1cc(NC(=O)CCNS(=O)(=O)c2cc(Br)cnc2N)cc(OC)c1
-7%	50µM*	?	-13	-26%	50µM*	2%	40µM*	?	C#CCn1cc(/C=N/Nc2nc3ccccc3[nH]2)c2ccccc21
-9%	2%[12.7 µM]	0%	-4	-4%	-12%	-10%	-10%	21%	C[C@]12CCC3c4ccc(OCC(=O)O)cc4CCC3C1CCC2=O (some centres undefined)
-4%	56µM*	-1%	-7	-4%	-23%	?	?	18%[57 µM]	Cn1nc([N+](=O)[O-])nc1S(C)(=O)=O
-9%	24%[59 µM]	-6%	0	7%	9%	-8%	6%	35%[activator]	CCCCCOc1ccc(Cn2c(=O)oc3ccccc32)cc1
-7%	-33%[59 µM]	-3%	-3	-1%	-36%	-1%	-34%	8%	O=C(NCc1ccco1)c1cc(-c2ccncc2)nc2ccccc12
-6%	7%[59 µM]	-1%	-15	45µM*	-22%[57.1 µM]	.	13%	-9%	CC1=NN(c2nc(-c3ccc(Cl)cc3)cs2)C(=O)C1
0%	-26%[12.7 µM]	-12%	1	?	9%[57.1 µM]	-2%	14%	57%[activator]	CS(=O)(=O)N(CC(=O)N1CCN(Cc2ccccc2)CC1)C1CCCCC1
2%	10%	6%	0	-21%	-15%	-6%	-5%	32%	CCNC(=S)N1CCN(c2cccc(C(F)(F)F)c2)CC1

(continued)
SMILES	PGK inhibitor	G9a block	GLS inh	PI4K2A block	POLH inh	JMJD2A Tudor	Pin1 inhibitor	BAZ2B inh	HP1b binding inh
COc1ccccc1NC(=O)CN1CC(=O)Nc2ccccc21	1%	20µM*	-2%	2	-9%	9%	0%	.	37%
CCC(N1CCOC1=O)S(=O)(=O)c1ccc(C)cc1 (centres undefined)	9%	?	-1%	2	-12%	3%	-12%	?	48%[activator]
CCCCNCc1cc(OCC)c(OCC(N)=O)cc1Br	-9%	12%[59 µM]	-8%	-9	-9%	-8%	-1%	-3%	16%
O=[N+]([O-])c1ccccc1NC1CCN(Cc2ccccc2)CC1	-4%	.	-11%	2	-24%	?	-1%	40µM*	?
CCOc1cc(CNC(=O)c2cc(-c3ccccc3)n[nH]2)cc(OCC)c1OCC	1%	9%[59 µM]	-2%	-3	-16%	-14%	0%	-18%	18%
COc1ccc(NC(=O)/C(C#N)=C\C=C\c2ccco2)cc1	13%	?	5%	-25	?	?	12%	?	?
COc1ccc(-n2c(SCC(=O)N3CCCC(C)C3)nnc2-c2cccnc2)cc1 (centres undefined)	4%	-3%	-13%	4	-6%	-1%	-2%	9%	18%
O=C(COC(=O)CNS(=O)(=O)c1ccc2ccccc2c1)Nc1ccc2c(c1)OCO2	-3%	22%[59 µM]	14%	-14	-12%	-36%	-4%	-39%	-3%
C[C@H](CO)N1C[C@H](C)[C@@H](CN(C)S(=O)(=O)c2ccccc2)OCc2cn(nn2)CCCC1=O	-1%	.	-1%	-7	-11%	.	.	.	.
COc1ccc(N(C=O)C(C(=O)Nc2c(C)cccc2C)c2ccccc2)cc1 (centres undefined)	-10%	.	1%	-1	2%	-3%	6%	.	54%[activator]
CCCc1c(C)c2ccc(O)c(CN3CCN(c4ccc(F)cc4)CC3)c2oc1=O	-9%	?	62%[activator]	0	-14%	5%	-15%	4%	40%[activator]
CCOc1ccc(-c2nonc2NC(=O)COc2c(C)cc(C)cc2C)cc1OCC	-7%	-5%[59 µM]	-16%	-5	-28%	-14%	4%	4%	11%
COc1ccc(C(=O)C=Cc2ccc3c(c2)OCO3)cc1OC	-8%	.	4%	5	-10%	.	.	.	.
COc1ccc(Cl)cc1NC(=O)C(C)n1c(=O)cc(C(F)(F)F)c2c(C)nn(C)c21 (centres undefined)	5%	33%[59 µM]	-11%	4	-19%	-8%	10%	0%	-1%
CC(=O)c1nnn(-c2ccc(F)cc2F)c1C	-4%	15%	-5%	2	-13%	4%	10%	-1%	20%

Compound activity (PubChem)
